M. tuberculosis: growth inhibition of non-replicating M. tuberculosis (AID 488890) | Mycobacterium tuberculosis non-replicating, growth inhibition; higher % means a stronger effect | one-dose inhibition, % at 25 µM; IC50 in µM for titrated hits | actives 0.39% (n = 320,000); in the data active = a potency from the dose series; inconclusive = inhibition mostly from about 82% at the one dose, without a potency; inactive = the rest, 99 in 100 with inhibition below about 76%;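 note: plate controls were DMSO cells for no effect and high antibiotic wells for full effect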
H1N1 NS1A inhibition: H1N1 influenza NS1A inhibitors, functional cell based assay (AID 504329); inhibition, % at 12.5 µM, or IC50 in µM where a hit was titrated; NS1A functional cell-based assay, percent inhibition; higher % means a stronger effect; actives 0.3% (n = 340,000); in the data active = a potency from the dose series; inconclusive = inhibition above about 27% without an active follow-up result; note: strong numbers were not always called active
inhibitors of VEEV: inhibitors of VEEV TC-83 cytopathic effect, confirmation, Vero cells (AID 588727) | actives 0.13% (n = 350,000) | Vero cells, VEEV TC-83 cytopathic effect inhibition; higher % means a stronger effect | one-dose inhibition, % at 20 µM; IC50 in µM for titrated hits; in the data active = a potency from the dose series; inconclusive = inhibition mostly from about 14% at the one dose, without a potency; inactive = the rest, 99 in 100 with inhibition below about 12%; note: strong numbers were not always called active
Salmonella PhoP GFP: PhoP regulon inhibitors, Salmonella typhi PhoP promoter GFP reporter, confirmatory (AID 1850); Salmonella Typhi PhoP-promoter GFP reporter, fluorescence, 4 h; higher % means a stronger effect; inhibition, % at 50 µM, or IC50 in µM where a hit was titrated; actives 0.33% (n = 310,000); in the data active = a potency from the dose series; inconclusive = inhibition mostly from about 25% at the one dose, without a potency; inactive = the rest, 99 in 100 with inhibition below about 19%;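 note: 0% = induced wells with vehicle and 100% = uninduced wells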
H37Rv inhibition: M. tuberculosis growth inhibition, HTS (AID 449762); actives 0.59% (n = 330,000); M. tuberculosis H37Rv growth inhibition, 7H9 media; higher % means a stronger effect; inhibition, % at 25 µM; hits with a dose series show IC50 in µM; in the data active = a potency from the dose series; inconclusive = inhibition above about 70% without an active follow-up result;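 note: bacterial growth assessed after seven days of incubation; strong numbers were not always called active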
inhibitors of VEEV 10K pilot screen: recorded beside inhibitors of VEEV, whose call it bears; inhibition, %; measured here: 10K pilot screen inhibition
Numbers without * were called inactive; i = inactive; ? = inconclusive; · = not tested or not shown.

Sample of the layout (3 entries):
SMILES	M. tuberculosis	H1N1 NS1A inhibition	inhibitors of VEEV	Salmonella PhoP GFP	H37Rv inhibition	others
COc1ccc(CC(=O)NNC(=O)c2cc(C)oc2C)cc1OC	5%	2%	1.6%	-8%	0%
CNCCCOc1ccc(C)cc1Br	6%	-5%	i	-3%	4%
Cc1cccc(CS(=O)(=O)Cc2ccc(C(=O)NC3CCCCC3)o2)c1	20%	11%	0.6%	-21%	8%

The whole of this part, previewed entries included:
SMILES	M. tuberculosis	H1N1 NS1A inhibition	inhibitors of VEEV	Salmonella PhoP GFP	H37Rv inhibition	others
COc1ccc(CC(=O)NNC(=O)c2cc(C)oc2C)cc1OC	5%	2%	1.6%	-8%	0%
CNCCCOc1ccc(C)cc1Br	6%	-5%	i	-3%	4%
Cc1cccc(CS(=O)(=O)Cc2ccc(C(=O)NC3CCCCC3)o2)c1	20%	11%	0.6%	-21%	8%
CS(=O)(=O)c1ccc(Cl)c(NC(=O)CSc2n[nH]c(-c3cccs3)n2)c1	2%	-3%	1.4%	·	-2%
CCCOc1ccccc1OCC(=O)Nc1cc(Cl)ccc1-n1cncn1	21%	7%	7.1%	-4%	-7%
COC(=O)C1=C(c2ccccc2)C[C@@H]2CC[C@H]1N2C(=O)NCc1ccccc1	32%	9%	i	-1%	-3%
CSc1nc(S(=O)(=O)c2ccccc2)c(Cl)s1	22%	6%	i	2%	2%
Cn1nc(C(F)(F)F)c2cc(C(=O)O)sc21	-5%	3%	1.0%	0%	-6%
CC1CCCC(NC(=O)CSC2=Nc3ccccc3C3CC=NN23)C1C (stereo not given)	13%	0%	2.4%	·	12%
Cc1ccc(-c2nc(NCCN3CCOCC3)c3ccccc3n2)cc1	-1%	-3%	3.2%	12%	42%
C=CCn1c(SCN2C(=O)c3ccccc3C2=O)nc2ccc(Cl)cc2c1=O	-9%	-3%	i	-9%	9%	inhibitors of VEEV 10K pilot screen=1.2
O=[N+]([O-])C(C1CCS(=O)(=O)C1)C1CCS(=O)(=O)C1 (stereo not given)	-11%	·	1.2%	3%	-9%
N#Cc1c(-c2ccc(F)cc2)cc(-c2cccnc2)nc1N	-34%	1%	1.3%	-7%	8%
O=C(COC(=O)c1ccc(F)cc1)Nc1ccc2c(c1)OCO2	10%	0%	3.2%	·	-2%
CC1CCN(c2oc(-c3ccco3)nc2S(=O)(=O)c2ccccc2)CC1	3%	3%	6.8%	-22%	-5%
COc1ccccc1N1CCN(Cc2cnc3ccc(Cl)cn23)CC1	·	-6%	0.9%	·	·
CCOC(=O)N1CCN(C(=O)CSc2nc3c([nH]c4ccccc43)c(=O)n2C)CC1	·	1%	1.3%	-5%	-8%
CCN(CC)CCCNC(=O)c1cn(-c2cccc(OC)c2)c(=O)c2ccccc12	6%	-10%	i	2%	8%
Cc1ccc(CSc2nnc(SCC(=O)N/N=C/c3ccc(C(=O)O)cc3)s2)cc1	47%	0%	i	7%	2%
COc1cc(C(=O)N/N=C/c2sccc2C)cc(OC)c1OC	·	11%	11%	·	·
Cc1cccn2c(=O)c(C=O)c(Nc3ccc(S(N)(=O)=O)cc3)nc12	?	-17%	1.4%	7%	5%
CCOC(=O)N1CCN(C(=O)CCSc2ccccc2)CC1	-2%	4%	1.6%	1%	-10%
CCOc1ccccc1NC(=O)c1nc(-c2ccccc2)oc1C	32%	0%	2.6%	0%	5%
Cc1nn(C)c(C(=O)N2CCOCC2)c1Cl	-18%	-11%	2.8%	-4%	-4%
CC(C(=O)N1CCc2ccccc21)n1cccc1 (stereo not given)	3%	7%	0.4%	-2%	-3%

Some of these compounds in order of formula weight, highest first:
SMILES	M. tuberculosis	H1N1 NS1A inhibition	inhibitors of VEEV	Salmonella PhoP GFP	H37Rv inhibition	others
Cc1ccc(CSc2nnc(SCC(=O)N/N=C/c3ccc(C(=O)O)cc3)s2)cc1	47%	0%	i	7%	2%
CS(=O)(=O)c1ccc(Cl)c(NC(=O)CSc2n[nH]c(-c3cccs3)n2)c1	2%	-3%	1.4%	·	-2%
CCCOc1ccccc1OCC(=O)Nc1cc(Cl)ccc1-n1cncn1	21%	7%	7.1%	-4%	-7%
COC(=O)C1=C(c2ccccc2)C[C@@H]2CC[C@H]1N2C(=O)NCc1ccccc1	32%	9%	i	-1%	-3%
CC1CCN(c2oc(-c3ccco3)nc2S(=O)(=O)c2ccccc2)CC1	3%	3%	6.8%	-22%	-5%
Cc1cccn2c(=O)c(C=O)c(Nc3ccc(S(N)(=O)=O)cc3)nc12	?	-17%	1.4%	7%	5%
COc1ccccc1N1CCN(Cc2cnc3ccc(Cl)cn23)CC1	·	-6%	0.9%	·	·
Cc1ccc(-c2nc(NCCN3CCOCC3)c3ccccc3n2)cc1	-1%	-3%	3.2%	12%	42%
COc1ccc(CC(=O)NNC(=O)c2cc(C)oc2C)cc1OC	5%	2%	1.6%	-8%	0%
CCOC(=O)N1CCN(C(=O)CCSc2ccccc2)CC1	-2%	4%	1.6%	1%	-10%
CSc1nc(S(=O)(=O)c2ccccc2)c(Cl)s1	22%	6%	i	2%	2%
O=[N+]([O-])C(C1CCS(=O)(=O)C1)C1CCS(=O)(=O)C1 (stereo not given)	-11%	·	1.2%	3%	-9%
N#Cc1c(-c2ccc(F)cc2)cc(-c2cccnc2)nc1N	-34%	1%	1.3%	-7%	8%
CNCCCOc1ccc(C)cc1Br	6%	-5%	i	-3%	4%
Cn1nc(C(F)(F)F)c2cc(C(=O)O)sc21	-5%	3%	1.0%	0%	-6%
Cc1nn(C)c(C(=O)N2CCOCC2)c1Cl	-18%	-11%	2.8%	-4%	-4%

(list continues)
SMILES	M. tuberculosis	H1N1 NS1A inhibition	inhibitors of VEEV	Salmonella PhoP GFP	H37Rv inhibition	others
O=C(NC(=S)Nc1ccc(CN2CCOCC2)cc1)c1ccco1	20%	-2%	0.3%	-1%	-4%
CC(C)C(=O)Nc1c(O)c2ccccc2[nH]c1=O	-2%	4%	1.7%	5%	-4%
O=C(OCC(=O)N1CCCc2ccccc21)c1cc(S(=O)(=O)N2CCOCC2)ccc1F	-18%	-7%	3.5%	-5%	-3%
CN(C)c1nc(NN)nc(Nc2ccc(F)cc2)n1	2%	-19%	0.5%	-8%	2%
Cc1ccc(N2C(=O)c3ccccc3C2C(=O)c2ccc(C)c(C)c2O)cc1 (stereo not given)	27%	2%	i	7%	-4%
CCOc1ccc(C(C)=O)cc1COC(=O)c1cccnc1SC	15%	-5%	1.5%	14%	2%
CCOc1ccc(Cc2nnc(SCC(=O)Nc3ccc(OC)cc3)n(N)c2=O)cc1	0%	-2%	1.3%	1%	1%
CCn1cc(C(=O)NCc2ccc(C)cc2)c(=O)c2cc(S(=O)(=O)N(C)C)ccc21	-18%	-5%	1.7%	-22%	21%
COc1ccc(CC(=O)NNC(=O)CCC(=O)Nc2cc(C)ccc2C)cc1	0%	3%	2.4%	1%	-2%
CCCSc1nc(N2CCOCC2)c2c(c1C#N)CC(C)(C)SC2	3%	2%	0.8%	-14%	3%
COc1ccccc1CNC(=O)N1CCN(S(=O)(=O)c2ccc(Cl)cc2)CC1	-8%	0%	1.9%	11%	4%
COc1ccc(-c2sc3cc4c(cc3c2C#Cc2cncn2C)OCO4)cc1	?	1%	6.7%	·	?
COc1ccc(-c2cc3nc(C)c(CCC(=O)NCc4ccc(F)cc4)c(C)n3n2)c(OC)c1	47%	-11%	0.9%	-4%	9%
O=C(CCC(=O)Nc1ccccc1)NNC(=O)c1ccccc1Cl	2%	-7%	i	5%	5%
COc1ccc(Nc2nc(N)nc(CSc3nc(C)cc(C)n3)n2)cc1	34%	6%	2.1%	17%	4%
CCOC(=O)C(C)n1cnc2c(nnn2Cc2ccc(C)cc2)c1=O (stereo not given)	12%	-7%	2.3%	-11%	1%
Cc1onc(-c2ccccc2Cl)c1C(=O)NCc1nc(-c2ccc(C(F)(F)F)cc2)no1	5%	-2%	i	-7%	8%
COCCOC(=O)c1c(C)nc(SCC(=O)Nc2ccc(C)cc2)c(C#N)c1-c1ccco1	5%	2%	0.8%	6%	0%
COc1cccc([C@@H]2CC=C(C(=O)O)[C@H](c3ccccc3F)N2S(=O)(=O)c2ccc(C)cc2)c1	2%	0%	0.5%	-3%	1%
CCc1nc(NCc2ccccc2)c(C#N)c2c1CCCC2	1%	5%	0.4%	-7%	-2%
CCOc1ccc(-n2c(C)nc3cc(C(=O)NCc4ccc5c(c4)OCO5)ccc32)cc1	50%	-2%	1.3%	-3%	68%
COc1ccc(CNC(=O)CC23CC4CC(CC(C4)C2)C3)cc1OC	10%	-6%	2.5%	-3%	1%
Cc1cccc2c1CC(C)(C)N/C2=C\C(N)=O	4%	-2%	i	-1%	-9%
Cc1ccc(-n2c(=O)c(C#N)cc3c(=O)n4ccccc4nc32)cc1C	-1%	0%	i	-7%	-17%
Cc1ccc(-c2ncccc2OC(=O)C23CC4CC(CC(C4)C2)C3)cc1	?	-5%	0.1%	7%	?

(continued)
SMILES	M. tuberculosis	H1N1 NS1A inhibition	inhibitors of VEEV	Salmonella PhoP GFP	H37Rv inhibition	others
CSc1ccccc1NC(=O)CN(C)C(=O)c1ccc2c(c1)OCCO2	15%	3%	1.7%	0%	1%
Cc1nn(C)c(C)c1S(=O)(=O)NC1CCCC1	-3%	-19%	0.0%	5%	-3%
Cc1cc(Br)ccc1SCC(=O)NCC(c1ccco1)N1CCCCC1 (stereo not given)	14%	-1%	2.3%	5%	-1%
O=C(Nc1cccc(S(=O)(=O)N2CCCCC2)c1)c1cc2ccccc2o1	·	-12%	6.6%	·	?
COC(=O)C1=C(c2cc3ccccc3o2)C[C@@H]2CC[C@H]1N2C(=O)N1CCC(C)CC1	7%	6%	1.5%	-1%	-6%
CCOc1ccc(NC(=O)CCC(=O)N/N=C/c2ccc([N+](=O)[O-])s2)cc1	8.3µM*	-2%	i	-9%	?
CN(C(=O)C1CCN(S(=O)(=O)c2ccccc2[N+](=O)[O-])CC1)C1CCCCC1	16%	4%	i	·	-6%
COc1cc(C)c(CN2CCN(c3ccccc3)CC2)cc1C	5%	1%	i	-2%	1%
CCOc1cccc(-c2nnc3n2N=C(c2cc(OC)ccc2OC)CS3)c1	35%	-2%	6.2%	4%	-5%
Cc1cccc(NC(=O)CSc2nc3c([nH]c4ccccc43)c(=O)n2C)c1	·	-2%	3.3%	23%	3%
COc1cc([N+](=O)[O-])ccc1NC(=O)C[n+]1cccc(C(C)=O)c1	9%	-2%	i	5%	-3%
CCOc1cc(NS(=O)(=O)c2ccc(OC)cc2)c(OCC)cc1NC(=O)c1ccco1	-11%	8%	4.4%	1%	2%	inhibitors of VEEV 10K pilot screen=5.5
COc1cccc(-n2cc(-c3ccc(F)cc3)[nH]c2=S)c1	-3%	-2%	1.4%	-6%	5%
COC(=O)C1=C(C)N(Cc2ccco2)C(=O)N[C@@H]1c1cccc(C(F)(F)F)c1	9%	8%	5.2%	4%	-7%
O=C(O)C1CCC(NSc2ccccc2[N+](=O)[O-])CC1 (stereo not given)	20%	3%	0.1%	-6%	5%
O=C(c1nc(-c2ccccc2)n(-c2ccccc2)n1)N1CCN(S(=O)(=O)c2ccccc2)CC1	0%	8%	5.7%	-13%	-5%
Cc1cccc(NC(=O)c2cc(-c3cc(C)ccc3O)n[nH]2)c1	-12%	-12%	0.6%	-16%	9%
CCC1CCCCN1CCCNC(=O)Cn1ncc2c([nH]c3ccc(C)cc32)c1=O (stereo not given)	23%	-1%	i	4%	6%
C=CCc1cccc([C@@H]2[C@@H](C)CC[C@H]3C(=O)N4[C@@H](c5cc(OC)c(OC)c(OC)c5)c5[nH]c6ccccc6c5C[C@H]4C(=O)N23)c1	54%	·	·	5%	68%
CCOC(=O)C1CCCN(c2c(NCCN3CCCCC3C)c(=O)c2=O)C1 (stereo not given)	·	3%	2.1%	·	-7%
COC(=O)c1oc2ccc(Cl)cc2c1NC(C)=O	-18%	-10%	i	-3%	-12%
